IMPase inh – cell-permeable inhibitors of inositol monophosphatase (IMPase); P97697; CHO-M1 cells, IP1 accumulation, HTRF TR-FRET ratio; inhibition (IP1 accumulation), % at 46.1 µM; 120,000 tested, under 10 active; AID 901; active = well fitted curve in the direction sought with a large enough effect in the signal ratio, not every such curve was filed as active; inconclusive = small, poorly fitted or top-dose-only effect, or a change in a side signal; inactive = no such curve, though single readings can be large or run the other way; the % refers to the signal ratio;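 note: cells stimulated with carbachol in lithium chloride buffer; plate controls were DMSO basal wells for no effect and reference inhibitor wells for full effect; higher means more IMPase inhibition seen as more IP1 and lower FRET ratio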
Target sequence (P97697 whole entry, looked up): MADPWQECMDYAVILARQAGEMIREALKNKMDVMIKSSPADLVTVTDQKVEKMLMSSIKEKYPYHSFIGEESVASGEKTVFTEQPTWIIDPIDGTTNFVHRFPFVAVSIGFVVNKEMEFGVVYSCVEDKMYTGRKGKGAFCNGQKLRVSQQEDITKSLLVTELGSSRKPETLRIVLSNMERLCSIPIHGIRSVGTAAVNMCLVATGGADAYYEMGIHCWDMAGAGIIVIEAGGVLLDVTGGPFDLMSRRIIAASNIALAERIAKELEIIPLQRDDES
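Elevated IP1 in lysates lowers TR-FRET signal (665/620 ratio and 620 channel reported). Cells were CHO-M1, given carbachol (50 uM as added) plus 50mM LiCl, pH 7.4, 30 min, 37C; compounds titrated up to 46 uM; AC50 by Hill equation.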
PNC inhibitor – inhibitors of perinucleolar compartment assembly; PC3M PTB-GFP, PNC prevalence imaging, 16 h; hits give low values; activity change (PNC), negative = inhibition, % at 10 µM; 140,000 compounds, 3.1% hits; AID 2417;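 active = readout at or below -70, meaning at least 70% loss of cells showing the perinucleolar compartment, a nuclear body marking cancer cells; inconclusive = readout between -30 and a set limit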;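 note: plate controls were DMSO wells for no effect and camptothecin positive control wells for full effect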
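PC3M cells stably expressing PTB-GFP, 750–1000 cells/well, treated 16 h at 37 °C with compound (23 nl of library stock), in duplicate. After paraformaldehyde fixation and Hoechst stain, imaged at 20x; PNC prevalence scored by image analysis.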
12-hLO inh – inhibitors of human 12-lipoxygenase (ALOX12) | AID 1452 | Potency, µM (titrated, usually from 57.1 µM), for the others: at the highest dose activity change, negative = inhibition, hits mostly inhibitors | purified 12-hLO, xylenol orange hydroperoxide absorbance | 150,000 compounds, 0.12% hits; note: potency is the fitted concentration of half-maximal effect; nearly all actives have a fitted effect of over 55% in size; many of its hits are not listed in these tables
Target sequence (P18054 whole entry, looked up): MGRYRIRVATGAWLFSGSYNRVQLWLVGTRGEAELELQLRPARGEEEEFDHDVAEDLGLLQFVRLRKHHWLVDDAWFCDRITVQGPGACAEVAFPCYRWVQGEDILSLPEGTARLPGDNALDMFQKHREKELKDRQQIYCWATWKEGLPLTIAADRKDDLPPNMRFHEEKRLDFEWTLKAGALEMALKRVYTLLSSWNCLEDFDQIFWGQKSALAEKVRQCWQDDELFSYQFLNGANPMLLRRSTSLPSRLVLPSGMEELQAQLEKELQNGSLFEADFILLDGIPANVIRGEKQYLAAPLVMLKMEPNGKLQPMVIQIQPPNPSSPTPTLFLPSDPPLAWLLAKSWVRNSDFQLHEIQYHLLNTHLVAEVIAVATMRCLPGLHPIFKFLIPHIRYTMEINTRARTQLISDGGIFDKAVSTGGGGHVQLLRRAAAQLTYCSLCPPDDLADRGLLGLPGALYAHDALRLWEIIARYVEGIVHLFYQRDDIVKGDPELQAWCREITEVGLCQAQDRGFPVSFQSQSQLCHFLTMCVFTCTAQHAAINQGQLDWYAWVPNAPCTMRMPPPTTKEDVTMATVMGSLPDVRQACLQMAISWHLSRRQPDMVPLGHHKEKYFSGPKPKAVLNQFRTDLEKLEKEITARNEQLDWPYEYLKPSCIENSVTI
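Xylenol orange chromogenic assay: hydroperoxide from 12hLO oxidises Fe(II), giving red-shifted Fe(III)-XO absorbance. Conditions: 150 nM enzyme, 40 uM arachidonic acid, 25 mM Hepes pH 7.0, 0.01% Triton X-100, 30 min, room temperature.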
ALOX15B inhib – inhibitors of human 15-lipoxygenase 2 (ALOX15B). O15296. purified 15hLO-2, xylenol orange hydroperoxide absorbance. Potency, µM (titrated, usually from 57.1 µM), for inactives: top-dose activity change, negative = inhibition, most hits filed as inhibitors. 110,000 compounds, 0.56% hits. AID 881; note: potency is the fitted concentration of half-maximal effect; nearly all actives have a fitted effect of over 60% in size; many of its hits are not listed in these tables
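Read-out: hydroperoxide product oxidises ferrous iron, measured as xylenol orange complex via the 573-to-405 nm absorbance ratio after 30 min. Reaction: 50 nM enzyme, 15 min compound preincubation, 45 uM arachidonic acid, 90 min RT, Hepes pH 7.5 with Triton X-100.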
* = called active by the depositor; ? = inconclusive; nt = not tested or not shown; [ ] = remark or other dose. Unless noted, calls come from the whole dose curve; as a rule, active = well fitted curve in the direction sought with a large enough effect; inconclusive = small, poorly fitted or top-dose-only effect, or another doubt; inactive = no such curve, though single readings can be large; an effect the other way counts as inactive or inconclusive. Unless noted, % is set by controls: 0 for no effect and ±100 for the full control effect. Not all compounds are listed; count on the stated rates, not on these rows.

SMILES	IMPase inh	PNC inhibitor	12-hLO inh	ALOX15B inhib
O=C(c1ccco1)N1CCN(c2ncnc3c2oc2ccccc23)CC1	8	7	2%	5%
OCCNCc1ccc(-c2ccccc2)cc1	-4	?	-1%	nt
CC12C(=O)N(c3ccc(C(=O)N4CCOCC4)cc3)C(=O)C1C1c3ccccc3C2c2ccccc21 (stereo not given)	nt	4	1%	nt
O=C1C2C(c3ccccc3)(C(=O)N1c1ccc(Cl)cc1)C2(c1ccccc1)c1ccccc1 (stereo not given)	20	?	0%	nt
CCC(=O)N1CCc2cc(S(=O)(=O)NC(C(=O)NC3CCCc4ccccc43)C(C)C)ccc21 (stereo not given)	nt	6	-1%	nt
O=C(CC(c1ccccc1)c1ccccc1)Nc1ccc2c(c1)OCCO2	2	-25	-2%	-6%
Cc1c(Cl)cccc1NC(=O)CCN1CCCCCC1	49[activator]	41	1%	4%
Cc1nn(-c2ccccc2)c(C)c1/C=N/NC(=O)c1cc(-c2ccccc2)n[nH]1	19	-87*	4%	35%[activator]

(list continues)
SMILES	IMPase inh	PNC inhibitor	12-hLO inh	ALOX15B inhib
CCC(C)(C)n1nnnc1C(c1ccc2ncccc2c1)N1CCCCCC1 (stereo not given)	-1	9	3%	nt
COc1cc(CN(C2CCCCC2)S(=O)(=O)c2ccc(S(=O)(=O)N(C)C3CCCCC3)cc2)cc(OC)c1OC	nt	58	3%	nt
Cc1ccc(Cn2c(CN3CC(C)OC(C)C3)nc3c2c(=O)[nH]c(=O)n3C)cc1 (stereo not given)	2	-29	-2%	6%
O=C(CCS(=O)(=O)c1ccc(Br)cc1)Nc1ccccn1	nt	?	2%	nt
O=C(Nc1ccc(O)c(-c2nc3ccccc3s2)c1)C1=COCCO1	nt	32	0%	nt
CS(=O)(=O)c1nc(-c2ccccc2)c(-c2ccccc2)[nH]1	nt	64	-4%	nt
Cc1nn(-c2ccccc2)c(Cl)c1/C=C1\SC(=S)N(C)C1=O	nt	64	1%	nt
O=C(Nc1ccc(N2CCCC(O)C2)cc1)c1snc2c(=O)[nH]cnc12 (stereo not given)	3	21	-4%	-3%

Continued.
SMILES	IMPase inh	PNC inhibitor	12-hLO inh	ALOX15B inhib
Cc1ccc(NS(=O)(=O)c2cccc(C(=O)NCCc3c[nH]c4ccccc34)c2)c(C)c1	0	35	-7%	nt
CC1CCCC(C)N1CCNC(=O)CCn1nc(-c2ccccc2)ccc1=O (stereo not given)	9	-19	3%	8%
O=C(Cc1n[nH]c(=O)[nH]c1=O)N/N=C/c1cccc(O)c1	4	?	-5%	1%
Cc1ccc2cc(COC(=O)C3CCCO3)c(=O)[nH]c2c1 (stereo not given)	5	?	-4%	-10%
O=C1c2ccccc2C(=O)N1c1ccc(Cl)cc1	-5	?	-8%	-5%
COc1cc(C2SCC(=O)N2CCCN(C)C)cc(OC)c1OC (stereo not given)	-4	-25	0%	-11%
COc1ccc(C)cc1Nc1cc(C)nc2ncnn12	nt	?	0%	nt
O=C(Nc1cccc(Cl)c1)c1cnn2cccnc12	5	-19	-2%	1%

(list continues)
SMILES	IMPase inh	PNC inhibitor	12-hLO inh	ALOX15B inhib
Cc1noc(C)c1COc1ccc(C(=O)OCC(=O)Nc2cccc(S(=O)(=O)N3CCOCC3)c2)cc1	nt	-4	-6%	nt
CO[Si](CCCNCCC[Si](OC)(OC)OC)(OC)OC	nt	nt	2%	-6%
CCC1(c2ccc(F)cc2)NC(=O)N(CC(=O)Nc2ccc(-c3nc4ccc(C)cc4s3)cc2)C1=O (stereo not given)	nt	67	-4%	nt
CC1CCCCC1NC(=O)CN1CCN(Cc2ccccc2Cl)C1=O (stereo not given)	nt	7	1%	nt
Cc1ccc(N2CC(C(=O)N3CCN(C(=O)c4ccco4)CC3)CC2=O)cc1 (stereo not given)	4	?	-3%	-4%
Cn1c(CCNC(=O)c2ccco2)nc2cc(NC(=O)c3ccco3)ccc21	-5[1.84 µM]	-6	4%	5%[11.4 µM]
CCOc1ccccc1NC(=O)CN(c1ccc(C)cc1)S(=O)(=O)c1c(C)noc1C	14	-132*	-11%	-11%
c1ccc2c(c1)ncn2Cc1nnc2sc(-c3ccncc3)nn12	1	1	0%	-5%

(further entries)
SMILES	IMPase inh	PNC inhibitor	12-hLO inh	ALOX15B inhib
Cc1ccc(NC(=O)c2c(Cl)n(C)c3ccccc23)cc1	7	?	-5%	-17%
COC(=O)C(NC(=O)c1ccccc1)(Nc1cc(C)cc(C)n1)C(F)(F)F (stereo not given)	4	?	-3%	nt
O=C1c2ccccc2-c2cccc(NS(=O)(=O)c3ccc(C(F)(F)F)cc3)c21	-5[1.84 µM]	?	2%	-6%[11.4 µM]
Cc1cccc(NC(=O)c2ccc(COc3cccc4ccccc34)o2)n1	nt	?	-1%	nt
COc1cc(/C=C(\C#N)C(=O)Nc2ccc3ccccc3c2)c([N+](=O)[O-])cc1OC	nt	0	-3%	nt
O=C(Nc1ccc(OC(F)(F)C(F)F)c(NC(=O)c2cccc(F)c2)c1)c1cccc(F)c1	nt	-30	1%	nt
CCNc1c2c(nc3ccccc13)CC(C)(C)CC2=O	10	?	-1%	nt
COc1cccc(C(=O)Nn2c(C)nnc2-n2nc(C)cc2C)c1	-10	-100*	-3%	nt

Further results:
SMILES	IMPase inh	PNC inhibitor	12-hLO inh	ALOX15B inhib
O=[N+]([O-])c1ccc(O)c(/C=N\N=C2c3ccccc3-c3ccccc32)c1	nt	?	0%	nt
CC1(C)CC(=O)C2=C(C1)OC(N)=C(C#N)C2C1CC=CCC1 (stereo not given)	2	317	-9%	nt
CCOC(=O)CSc1nnc(CSc2nc(C)cc(C)n2)n1Cc1ccco1	-11	-25	1%	-11%
O=C(Cn1c(=O)sc2ccccc21)NCCOc1ccccc1F	9	-23	1%	nt
CC(Sc1ccccc1)C(=O)Nc1ccc(N2CCOCC2)cc1 (stereo not given)	3	30	5%	-1%
COc1ccc(C)cc1NC(=O)CSc1nnc(-c2ccc(C)cc2)o1	3	24	-2%	-2%
CCNc1nc(NCC)n2c(SC(C)C(=O)c3ccc(C)cc3)nnc2n1 (stereo not given)	6	-8	-1%	nt
Cn1c(NC(=O)c2ccc(Cl)cc2Cl)cc(=O)n(C)c1=O	13	-1	-8%	2%

Further results follow:
SMILES	IMPase inh	PNC inhibitor	12-hLO inh	ALOX15B inhib
CCN(CC)c1ccc(N2C(=O)c3ccccc3C2=O)cc1	0	21	-5%	-3%
C/C(CCc1ccccc1)=N\NC(=O)c1ccccc1[N+](=O)[O-]	nt	-23	0%	nt
N#CC1=C(N)N2C(=C(C#N)C1c1ccc(Br)cc1)Nc1ccccc12 (stereo not given)	-6	?	4%	nt
CCn1c2ccccc2c2nnc(SCc3cc(=O)n4ccsc4n3)nc21	-8	11	-4%	-7%
O=C1c2ccccc2C(O)N1c1cccnc1 (stereo not given)	0	-21	3%	-1%
Oc1ccc(/C=N/NC(=S)NCc2ccco2)cc1	7	51	3%	-11%
O=C(Cn1cnc([N+](=O)[O-])n1)N/N=C/c1ccccc1O	-1	?	-29%	nt
c1ccc2c(CSc3nnc(-c4ccncc4)o3)cccc2c1	8	4	-2%	0%

Continued.
SMILES	IMPase inh	PNC inhibitor	12-hLO inh	ALOX15B inhib
CCOC(=O)N1CCN(c2nc(-c3ccc(OC)cc3)no2)CC1	2	?	-2%	4%
C=CCCC(=O)Nc1ccc(COC(=O)N2CCOCC2)cc1	-13	?	-2%	-6%
COC(=O)c1cccc(N(C(=O)c2cnccn2)C(C(=O)NCc2ccccc2)c2ccco2)c1 (stereo not given)	-10	-4	-2%	0%
O=C1OC(Nc2ccccn2)c2ccccc21 (stereo not given)	-3	7	-4%	-5%
CCOc1ccc(NC(=O)CSC2=NCCN2)cc1	nt	57	-2%	nt
Nc1ccc(O)c(-c2nc3ccccc3s2)c1	4	-29	-20%	23%
COc1cc(/C=C2\SC(=S)N(Nc3ncc(C(F)(F)F)cc3Cl)C2=O)ccc1O	5	28	?	-13%
COCCN(C(=S)Nc1cccc(C)c1)C(C)c1cccs1 (stereo not given)	6	-29	-5%	nt

Additional records.
SMILES	IMPase inh	PNC inhibitor	12-hLO inh	ALOX15B inhib
CCCCn1c(N)c(N(CCOC)C(=O)CCc2ccc(OC)cc2)c(=O)[nH]c1=O	nt	?	-2%	nt
Cc1cc(C(=O)N/N=C/c2cccn2C)no1	nt	-7	-4%	nt
CCN(CC)S(=O)(=O)c1ccc(NC(=O)c2cc(-c3ccccc3)nc3ccccc23)cc1	-3	-9	2%	nt
NC(=O)CC1(CC(=O)O)CCCCC1	5	20	-1%	12%
Cn1c2c(c(=O)n(C)c1=O)C(NC(=O)c1ccco1)(C(F)(F)F)C(=O)N2 (stereo not given)	2	?	-3%	6%
CC(C)C(NS(=O)(=O)c1cccs1)C(=O)N(C)Cc1ccccc1 (stereo not given)	?	?	6%	-1%
Cc1ccccc1-n1c(C)nc2ccccc21	6	22	2%	21%
COc1ccc(O[C@H]2C=C[C@@H](c3ccccc3)O[C@@H]2COC(=O)CC/C(C)=N/O[C@H](C)c2cn([C@@H]3COC[C@H]3O)nn2)cc1	nt	63	1%	nt

Going on with the list:
SMILES	IMPase inh	PNC inhibitor	12-hLO inh	ALOX15B inhib
O=C(CCC1CCCCC1)NCc1ccccn1	nt	?	2%	nt
CCOC(=O)C1CCCN(c2nc(C)nc3c2oc2ccccc23)C1 (stereo not given)	19	-17	-2%	9%
O=C1CCCC2=C1C(c1ccsc1)CC(=O)N2c1nnc(SCc2ccccc2)s1 (stereo not given)	3	-16	1%	0%
COc1ccc(C2=Nn3c(nnc3-c3ccccn3)SC2)cc1OC	6	2	3%	-4%
COc1cccc(NC(=O)C2CC(=O)n3cnnc3S2)c1 (stereo not given)	0	9	-12%	-24%
COc1cc(CN2CCC(C(=O)NC3CCCC3)CC2)cc(OC)c1O	4	3	-6%	-23%
CC(C)CNS(=O)(=O)c1ccc(CCC(=O)Nc2cc(Cl)ccc2Oc2ccccc2)cc1	3	-5	-10%	0%
CCOC(=O)CCC(=O)O[C@H]1C(O[C@@H]2C(C)[C@H](O[C@H]3C[C@@](C)(OC)C(O)C(C)O3)C(C)C(=O)OC(CC)[C@@](C)(O)C(O)[C@H](C)C(=O)C(C)C[C@]2(C)O)OC(C)CC1N(C)C (stereo not given in full)	nt	nt	-1%	-4%

(list continues)
SMILES	IMPase inh	PNC inhibitor	12-hLO inh	ALOX15B inhib
Oc1cc2c(cc1O)CN(C(=S)NCCc1ccc(Cl)cc1)CCC2	7	nt	?	13µM*
Cc1ccc(CNC(=O)C(Cc2ccccc2)NS(=O)(=O)c2ccc3c(c2)CCC(=O)N3)cc1 (stereo not given)	-8	-26	5%	-5%
COc1cccc(-c2nc(CS(=O)(=O)CC(=O)N3CCc4ccccc4C3)c(C)o2)c1	10	-5	-6%	-8%
CCOC(=O)c1c(C)[nH]c2c1-c1ccccc1C(=O)C2=O	nt	-124*	2%	nt
Cc1ccc(N2C(=O)CC(Sc3nc(-c4ccccc4)c4cc(Cl)ccc4n3)C2=O)c(C)c1 (stereo not given)	-14	31	0%	nt
Cc1ccccc1CN(c1ccc(C(=O)Nc2ccccc2C(=O)NCc2ccco2)cc1)S(C)(=O)=O	-1	?	-1%	0%
COc1ccc(-c2noc(CSc3nc4ccccc4c(=O)n3-c3ccccc3)n2)cc1	11	?	5%	-7%
O=C1CC2(CON=C2c2ccc(F)cc2)C(=O)N1c1ccc(F)cc1 (stereo not given)	7	13	-8%	-2%
COc1ccc(-n2nc3cc(C)c(N)c(Br)c3n2)cc1	-4	?	25µM*	10µM*
Cc1ccc(NC2=C(NC(=O)c3ccccc3)C(=O)c3ccccc3C2=O)cc1Cl	19	-22	-2%	nt

Source: PubChem BioAssay (National Center for Advancing Translational Sciences (NCATS))
